Compound activity (PubChem)
All columns: NCI-60 one-dose screen, growth in % after 48 h at 10 µM unless noted; 100 = growth as untreated, 0 = no growth, -100 = all killed.
MCF7 = MCF7 breast cancer | actives 6.3% (n = 82,000) | AID 1794796
RPMI-8226 = RPMI-8226 leukemia cells; actives 7.5% (n = 77,000); AID 1794781
K-562 = K-562 leukemia | actives 7.4% (n = 78,000)
MOLT-4 = MOLT-4 leukemia cells | AID 1794779 | actives 6.9% (n = 80,000)
MDA-MB-231 = MDA-MB-231 breast cancer; actives 5% (n = 81,000)
MDA-MB-435 = MDA-MB-435 melanoma; actives 7.8% (n = 82,000); AID 1794794
SR = SR leukemia cells; actives 8.7% (n = 73,000); AID 1794780
MDA-MB-468 = MDA-MB-468 breast cancer; actives 8.5% (n = 78,000)
The depositor's hits bear a star. How the source made its calls: active means growth percent below 10; inactive means the rest.

How did C=C[C@]1(C)C=C2C(=O)[C@@]3(O)OC[C@@]4(CCCC(C)(C)C43O)C2(O)C(O)C1 (stereo not given in full) do in these assays?
MCF7: 21; RPMI-8226: 15; K-562: 17; MOLT-4: 78; MDA-MB-231: 98; MDA-MB-435: 60; SR: -14*; MDA-MB-468: -19*

What do the screens show for `NC(CSC(c1ccccc1)(c1ccccc1)c1ccccc1)C(=O)NCC(=O)O` (stereo not given)?
MCF7: 45; RPMI-8226: 49; K-562: 54; MOLT-4: 84; MDA-MB-231: 61; MDA-MB-435: -5.9*; SR: 34; MDA-MB-468: 55

What do the screens show for `Clc1ccc(Sc2cnc(-c3ccccc3)o2)cc1`?
MCF7: 96; RPMI-8226: 90; K-562: 98; MOLT-4: 100; MDA-MB-231: 97; MDA-MB-435: 101; SR: 90; MDA-MB-468: 111

What do the screens show for `O=C(c1ccc(Cc2n[nH]c(=O)c3cccnc23)cc1)N1CCCCC1`?
MCF7: 96; RPMI-8226: 111; K-562: 94; MOLT-4: 107; MDA-MB-231: 102; MDA-MB-435: 105; SR: 122; MDA-MB-468: 96

How did CN1CCN(c2c(F)cc(NC3=C(Cl)C(=O)c4ncccc4C3=O)cc2F)CC1 do in these assays?
MCF7: -58*; RPMI-8226: 67; K-562: 2.2*; MOLT-4: 0.4*; MDA-MB-231: 84; MDA-MB-435: 21; SR: 4.9*; MDA-MB-468: -47*

Results for COC(=O)c1c(-c2ccccc2)csc1NC(=O)c1c(-c2ccccc2)noc1C ?
MCF7: 25; RPMI-8226: 28; K-562: 19; MOLT-4: 16; MDA-MB-231: 59; MDA-MB-435: 33; SR: -17*; MDA-MB-468: 64

What do the screens show for `COc1ccc(-c2nc(SCC(C)C)[nH]c(=O)c2C#N)cc1`?
MCF7: 95; RPMI-8226: 94; K-562: 92; MOLT-4: 95; MDA-MB-231: 92; MDA-MB-435: 102; SR: 95; MDA-MB-468: 94

Results for CC(C)(O)c1ccc2c(c1)CC[C@@H]1C(C)(C)C(=O)CC[C@@]21C ?
MCF7: 108; RPMI-8226: 102; K-562: 98; MOLT-4: 100; MDA-MB-231: 103; MDA-MB-435: 108; SR: 101; MDA-MB-468: 109

What do the screens show for `CN1CCN(Cc2ccc(NC(=O)c3cncc(C#Cc4c(N)ncc5cc(F)ccc45)c3)cc2C(F)(F)F)CC1`?
MCF7: -76*; RPMI-8226: -14*; K-562: -50*; MOLT-4: -60*; MDA-MB-231: -90*; MDA-MB-435: 26; SR: 0.5*; MDA-MB-468: 56

Results for Cc1ccc(NC(=O)Nc2nc3ccc(OC(F)(F)F)cc3s2)cc1 ?
MCF7: 97; RPMI-8226: 74; K-562: 78; MOLT-4: 75; MDA-MB-231: 103; MDA-MB-435: 101; SR: 88; MDA-MB-468: 95

Results for O=c1cc(-c2ccccc2)oc2cc(OCCCCNCc3ccccc3)cc(O)c12 ?
MCF7: -64*; RPMI-8226: -23*; K-562: -18*; MOLT-4: -0.9*; MDA-MB-231: -12*; MDA-MB-435: -31*; SR: -30*; MDA-MB-468: -28*

What do the screens show for `CCc1cnn2c(NCc3ccc[n+]([O-])c3)cc(N3CCCC[C@H]3CCO)nc12`?
MCF7: 1.8*; RPMI-8226: -16*; K-562: 1.8*; MOLT-4: -9.3*; MDA-MB-231: 2.7*; MDA-MB-435: -35*; SR: -17*; MDA-MB-468: -56*

What do the screens show for `NC(N)=N/N=C/c1ccc[nH]1`?
MCF7: 103; RPMI-8226: 107; MDA-MB-231: 119; MDA-MB-435: 114; MDA-MB-468: 101

How did O=C(NCc1ccc(F)c(Cl)c1)C1C2C(=O)N(c3ccc(Cl)cc3)C(=O)C2C2c3ccccc3C=NN12 (stereo not given) do in these assays?
MCF7: 90; RPMI-8226: 92; K-562: 96; MOLT-4: 76; MDA-MB-231: 81; MDA-MB-435: 102; SR: 92; MDA-MB-468: 97

What do the screens show for `Cc1[nH]c(C)c(Cl)c(=O)c1Cl`?
MCF7: 103; RPMI-8226: 116; K-562: 101; MOLT-4: 106; MDA-MB-231: 120; MDA-MB-435: 107; SR: 96; MDA-MB-468: 104

What do the screens show for `CC(C(=O)O)=C(c1ccccc1)c1ccccc1`?
MCF7: 94; RPMI-8226: 105; K-562: 99; MOLT-4: 85; MDA-MB-231: 104; MDA-MB-435: 110; SR: 95; MDA-MB-468: 89

How did O=C1/C(=C/c2ccccc2)CCc2nc3ccccc3c(/C=C/c3ccccc3)c21 do in these assays?
MCF7: 46; RPMI-8226: 94; K-562: 101; MOLT-4: 93; MDA-MB-231: 99; MDA-MB-435: 101; MDA-MB-468: 100

What do the screens show for `N#Cc1ccc([N+](=O)[O-])cc1OCCN1CCCCC1`?
MCF7: 97; RPMI-8226: 100; K-562: 106; MOLT-4: 102; MDA-MB-231: 107; MDA-MB-435: 112; SR: 105; MDA-MB-468: 100

What do the screens show for `Nc1cc(Nc2ccccc2Cl)nc(N)n1`?
MCF7: 100; RPMI-8226: 90; K-562: 85; MOLT-4: 75; MDA-MB-231: 104; MDA-MB-435: 110; SR: 84; MDA-MB-468: 84

How did Nc1cc2ccncc2c2ccccc12 do in these assays?
MCF7: 51; RPMI-8226: 84; K-562: 112; MOLT-4: 50; MDA-MB-231: 64; MDA-MB-435: 60; SR: 0.5*; MDA-MB-468: 72

How did CCOC(=O)CSCC(N)=O do in these assays?
MCF7: 101; RPMI-8226: 120; K-562: 110; MOLT-4: 125; MDA-MB-231: 98; MDA-MB-435: 101; MDA-MB-468: 106

Results for CCn1c(Sc2nnc(NC(C)=O)s2)nc2c1c(=O)n(C)c(=O)n2C ?
MCF7: 95; RPMI-8226: 118; K-562: 96; MOLT-4: 113; MDA-MB-231: 96; MDA-MB-435: 98; SR: 98; MDA-MB-468: 87

Results for COc1ccc(C2CCc3ccccc32)cc1 (stereo not given) ?
MCF7: 102; RPMI-8226: 91; MOLT-4: 95; MDA-MB-231: 104; MDA-MB-435: 91; SR: 94; MDA-MB-468: 102

Results for N#CC(N=Nc1cccc2ccccc12)C(N)=O (stereo not given) ?
MCF7: 53; RPMI-8226: 103; K-562: 98; MOLT-4: 99; MDA-MB-231: 98; MDA-MB-435: 103; SR: 100; MDA-MB-468: 81

Results for O=C1/C(=C/c2ccccc2Cl)SC(=S)N1C1c2ccccc2Oc2ccccc21 ?
MCF7: 83; RPMI-8226: 96; K-562: 100; MOLT-4: 82; MDA-MB-231: 101; MDA-MB-435: 96; SR: 77; MDA-MB-468: 88

How did Oc1ccc(Cl)cc1/C=N\NC(=S)N/N=C/c1cc(Cl)ccc1O do in these assays?
MCF7: 28; RPMI-8226: 30; K-562: 22; MOLT-4: 12; MDA-MB-231: 37; MDA-MB-435: 34; SR: 20; MDA-MB-468: 1.3*

How did NS(=O)(=O)c1cccc(Nc2nc(SCC(=O)c3ccc(Br)cc3)nc3ccccc23)c1 do in these assays?
MCF7: 32; RPMI-8226: 46; K-562: 45; MOLT-4: 44; MDA-MB-231: 65; MDA-MB-435: 75; SR: 37; MDA-MB-468: 61

How did O=S(=O)(O)c1ccc2c(c1)C(C(Cl)(Cl)Cl)OC(C(Cl)(Cl)Cl)O2 (stereo not given) do in these assays?
MCF7: 101; RPMI-8226: 109; K-562: 129; MOLT-4: 109; MDA-MB-231: 107; MDA-MB-435: 109; SR: 117; MDA-MB-468: 105

What do the screens show for `Cc1cc(=O)oc2c1ccc1oc(C#N)c(C)c12`?
MCF7: 102; RPMI-8226: 89; K-562: 108; MOLT-4: 102; MDA-MB-231: 107; MDA-MB-435: 96; MDA-MB-468: 114

Results for CCOC(=O)c1cn(CCN(C(C)C)C(C)C)c2nc(NCc3ccc(OC)c(OC)c3)nn2c1=O ?
MCF7: 94; RPMI-8226: 99; K-562: 100; MOLT-4: 96; MDA-MB-231: 85; MDA-MB-435: 110; SR: 95; MDA-MB-468: 101

What do the screens show for `Cc1ccc(C(C)C)c(O)c1NC(=O)OC(C)C`?
MCF7: 93; RPMI-8226: 102; K-562: 114; MOLT-4: 122; MDA-MB-231: 106; MDA-MB-435: 106; SR: 115; MDA-MB-468: 98

What do the screens show for `CC(=N)C1=C(O)COC1=O`?
MCF7: 96; RPMI-8226: 99; K-562: 110; MOLT-4: 103; MDA-MB-231: 101; MDA-MB-435: 112; SR: 21; MDA-MB-468: 106

Results for CC(C)NC(=O)OCc1c(COC(=O)NC(C)C)c([N+](=O)[O-])n2c1CCC2 ?
MCF7: 107; RPMI-8226: 103; K-562: 101; MOLT-4: 104; MDA-MB-231: 94; MDA-MB-435: 110; SR: 104; MDA-MB-468: 110

How did CC(C)(C)N(N)Cc1ccccc1 do in these assays?
MCF7: 99; RPMI-8226: 104; K-562: 90; MOLT-4: 96; MDA-MB-231: 113; MDA-MB-435: 101; SR: 95; MDA-MB-468: 94

Results for CC1CSC(=C(C#N)C#N)S1 (stereo not given) ?
MCF7: 101; RPMI-8226: 103; K-562: 105; MOLT-4: 105; MDA-MB-231: 99; MDA-MB-435: 109; SR: 105; MDA-MB-468: 109

Results for CC1=C(C(=O)N(Cc2ccccc2)Cc2ccccc2)C(c2ccccc2)NC(=O)N1 (stereo not given) ?
MCF7: 95; RPMI-8226: 105; K-562: 102; MOLT-4: 84; MDA-MB-231: 115; MDA-MB-435: 108; MDA-MB-468: 112

What do the screens show for `CCOC(=O)C1=NN(c2ccccc2)C(=O)C1N=Nc1ccc(S(=O)(=O)Nc2nnc(C)s2)cc1` (stereo not given)?
MCF7: 96; RPMI-8226: 106; K-562: 110; MOLT-4: 105; MDA-MB-231: 106; MDA-MB-435: 100; SR: 100; MDA-MB-468: 98

Results for O=C(NCCc1ccccc1)c1ccccc1 ?
MCF7: 109; RPMI-8226: 105; K-562: 121; MOLT-4: 125; MDA-MB-231: 92; MDA-MB-435: 106; SR: 120; MDA-MB-468: 82

How did Fc1ccccc1Nc1ccc2nnc(-c3ccncc3)n2n1 do in these assays?
MCF7: 95; RPMI-8226: 95; K-562: 93; MOLT-4: 99; MDA-MB-231: 101; MDA-MB-435: 106; SR: 89; MDA-MB-468: 105

Results for c1csc(-c2[nH]nc3c2CCc2ccccc2-3)c1 ?
MCF7: 5.3*; RPMI-8226: 81; K-562: 114; MOLT-4: 70; MDA-MB-231: 37; MDA-MB-435: 104; SR: 105; MDA-MB-468: -19*

What do the screens show for `CCC(C)C1NC(=O)C(CC(C)C)NC(=O)C(C)NC(=O)C(C(C)C)NC(=O)C(CCCCN)NC(=O)C(CC(C)C)NC(=O)C(C(C)C)NC(=O)[C@H](C)NC(=O)C(C(C)CC)NC(=O)C(CCCN=C(N)N)NC(=O)C(CCCCN)NC(=O)C(CCCN=C(N)N)NC(=O)C(CCCCN)NC(=O)C([C@H](C)CC)NC(=O)C(CCCCN)NC1=O` (stereo not given in full)?
MCF7: 20; RPMI-8226: -36*; K-562: 8.8*; MOLT-4: -6.3*; MDA-MB-231: -0.7*; MDA-MB-435: 11; SR: 2.4*; MDA-MB-468: -4.1*

Results for Cc1nc(Nc2cccc(NC(=O)Nc3ccc(Cl)cc3)c2)c2ccccc2n1 ?
MCF7: 78; RPMI-8226: 67; K-562: 68; MOLT-4: 77; MDA-MB-231: 86; MDA-MB-435: 79; SR: 22; MDA-MB-468: 75

How did Cc1c(C(=O)O)nnn1-c1nc2c(s1)CCCC2 do in these assays?
MCF7: 108; RPMI-8226: 105; MOLT-4: 110; MDA-MB-231: 91; MDA-MB-435: 105; SR: 95; MDA-MB-468: 105

Part of the list above in order of heavy-atom count, highest first.
What do the screens show for `CCC(C)C1NC(=O)C(CC(C)C)NC(=O)C(C)NC(=O)C(C(C)C)NC(=O)C(CCCCN)NC(=O)C(CC(C)C)NC(=O)C(C(C)C)NC(=O)[C@H](C)NC(=O)C(C(C)CC)NC(=O)C(CCCN=C(N)N)NC(=O)C(CCCCN)NC(=O)C(CCCN=C(N)N)NC(=O)C(CCCCN)NC(=O)C([C@H](C)CC)NC(=O)C(CCCCN)NC1=O` (stereo not given in full)?
MCF7: 20; RPMI-8226: -36*; K-562: 8.8*; MOLT-4: -6.3*; MDA-MB-231: -0.7*; MDA-MB-435: 11; SR: 2.4*; MDA-MB-468: -4.1*

What do the screens show for `CCOC(=O)C1=NN(c2ccccc2)C(=O)C1N=Nc1ccc(S(=O)(=O)Nc2nnc(C)s2)cc1` (stereo not given)?
MCF7: 96; RPMI-8226: 106; K-562: 110; MOLT-4: 105; MDA-MB-231: 106; MDA-MB-435: 100; SR: 100; MDA-MB-468: 98

Results for CC1=C(C(=O)N(Cc2ccccc2)Cc2ccccc2)C(c2ccccc2)NC(=O)N1 (stereo not given) ?
MCF7: 95; RPMI-8226: 105; K-562: 102; MOLT-4: 84; MDA-MB-231: 115; MDA-MB-435: 108; MDA-MB-468: 112

How did Fc1ccccc1Nc1ccc2nnc(-c3ccncc3)n2n1 do in these assays?
MCF7: 95; RPMI-8226: 95; K-562: 93; MOLT-4: 99; MDA-MB-231: 101; MDA-MB-435: 106; SR: 89; MDA-MB-468: 105

How did Cc1c(C(=O)O)nnn1-c1nc2c(s1)CCCC2 do in these assays?
MCF7: 108; RPMI-8226: 105; MOLT-4: 110; MDA-MB-231: 91; MDA-MB-435: 105; SR: 95; MDA-MB-468: 105

Results for O=C(NCCc1ccccc1)c1ccccc1 ?
MCF7: 109; RPMI-8226: 105; K-562: 121; MOLT-4: 125; MDA-MB-231: 92; MDA-MB-435: 106; SR: 120; MDA-MB-468: 82

How did CC(C)(C)N(N)Cc1ccccc1 do in these assays?
MCF7: 99; RPMI-8226: 104; K-562: 90; MOLT-4: 96; MDA-MB-231: 113; MDA-MB-435: 101; SR: 95; MDA-MB-468: 94

Results for CC1CSC(=C(C#N)C#N)S1 (stereo not given) ?
MCF7: 101; RPMI-8226: 103; K-562: 105; MOLT-4: 105; MDA-MB-231: 99; MDA-MB-435: 109; SR: 105; MDA-MB-468: 109

What do the screens show for `CC(=N)C1=C(O)COC1=O`?
MCF7: 96; RPMI-8226: 99; K-562: 110; MOLT-4: 103; MDA-MB-231: 101; MDA-MB-435: 112; SR: 21; MDA-MB-468: 106
